TWEAK Fn14 block – inhibitors of TWEAK-Fn14 signaling, primary screen, luciferase reporter cells, uHTS. inhibition, % at 10 µM. AID 1159606, 2016. 360,000 tested, 2% active. TWEAK-stimulated Fn14 reporter cells, luciferase luminescence, 8 h; in the data active = inhibition above about 50%
CF NFkB block – inhibitors of PAF-induced NF-kB signaling, primary screen, cell-based, GFP fluorescence, uHTS; KKLEB NF-kB-GFP reporter, GFP fluorescence overnight; AID 588850, 2011; 360,000 tested, 0.86% active; inhibition, % at 5 µM;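 active = at least 50% inhibition at 5 µM, scaled per plate between neutral and stimulator controls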;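 note: PAF is a Pseudomonas aeruginosa culture filtrate used as stimulus; plate controls were PAF-stimulated DMSO wells for no effect and unstimulated DMSO wells for full effect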
COUP-TFII inh – NR2F2 transcriptional activity inhibitors, primary screen, cell-based, luciferase reporter, HEK293T, luminescence; HEK293T NGFI-A luciferase reporter; COUP transcription factor 2 (Homo sapiens), P24468; 370,000 tested, 0.7% active; inhibition, % at 8.6 µM; AID 686940, 2013;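 active = inhibition above a per-plate cutoff, mean inhibition of test wells between control levels plus 3 SD, cut at about 38% in these data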;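 note: cells cotransfected with COUP-TFII expression vector driving the NGFI-A reporter; 0% = median of COUP-TF2 test wells and 100% = reporter-only cells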
Target sequence (P24468 whole entry, looked up): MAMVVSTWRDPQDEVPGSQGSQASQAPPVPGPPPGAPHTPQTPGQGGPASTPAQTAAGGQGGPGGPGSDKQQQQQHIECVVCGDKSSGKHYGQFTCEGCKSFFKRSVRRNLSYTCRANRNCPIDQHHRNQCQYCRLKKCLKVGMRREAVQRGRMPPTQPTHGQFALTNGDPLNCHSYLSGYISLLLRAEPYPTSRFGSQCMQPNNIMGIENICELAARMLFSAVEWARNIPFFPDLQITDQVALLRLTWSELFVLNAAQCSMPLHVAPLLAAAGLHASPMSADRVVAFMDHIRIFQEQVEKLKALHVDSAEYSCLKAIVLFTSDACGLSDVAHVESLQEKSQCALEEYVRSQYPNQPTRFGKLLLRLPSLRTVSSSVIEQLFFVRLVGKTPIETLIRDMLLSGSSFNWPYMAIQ
TROY NFkB inh – inhibitors of TROY-driven NF-kB signaling, primary screen, Q293 LMP1-TROYcd cells, NF-kB luciferase, uHTS; AID 1347056, 2019; 360,000 tested, 0.98% active; inhibition, % at 10 µM; Q293 LMP1-TROYcd NF-kB luciferase reporter, 4 h;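 active = compounds whose plate-normalised and pattern-corrected inhibition of the luciferase reporter signal at the single screening dose is 50% or more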
C8 TRAIL sens – viability loss with TRAIL in NB7+C8 cells, primary screen, TRAIL sensitizer project, cell-based, ATPlite luminescence. inhibition (viability loss, TRAIL sensitization), % at 10 µM. 360,000 tested, 1% active. AID 624354, 2012;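 active = compounds causing at least 50% loss of cell viability in the single-dose screen, relative to plate controls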
SRC2 inh – inhibition of GAL4-SRC2 driven luciferase reporter, primary screen, SRC2 inhibitor project, cell-based, luminescence; Nuclear receptor coactivator 2 (Homo sapiens), Q15596; HEK293 GAL4-SRC2 luciferase reporter; inhibition, % at 9 µM; 370,000 tested, 0.17% active; AID 651957, 2012;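 active = inhibition above the mean inhibition of all tested compounds plus 3 SD, set per campaign, cut at about 52% in these data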;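 note: 0% = DMSO treated cells and 100% = cells given Gossypol at 36 µM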
NCOA3 inh – SRC3 coactivator transcriptional activity inhibitors, primary screen, cell-based, luminescence; Nuclear receptor coactivator 3 (Homo sapiens), Q9Y6Q9; HEK293 GAL4-SRC3 luciferase reporter; inhibition, % at 3.6 µM; 360,000 tested, 0.17% active;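 active = inhibition above a per-campaign cutoff, the mean of all compounds plus 3 SD, cut at about 60% in these data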;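 note: 0% = DMSO-treated cells and 100% = gossypol-treated cells at 36 µM; higher means less SRC3-driven luciferase light from the GAL4 reporter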
LMP1 NFkB inh – EBV LMP1-driven NF-kappaB luciferase reporter inhibitors, primary screen, cell-based, luminescence, single point. AID 504558, 2011. 350,000 tested, 0.69% active. LMP1-induced NF-kappaB luciferase reporter cells. inhibition, % at 12.5 µM; in the data active = inhibition above about 41%;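 note: 0% = neutral control wells and 100% = reference inhibitor control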
NCOA1 inh – SRC1 coactivator transcriptional activity inhibitors, primary screen, cell-based, luminescence. inhibition, % at 3.6 µM. 360,000 tested, 0.12% active. Nuclear receptor coactivator 1 (Homo sapiens), Q15788. HEK293 GAL4-SRC1 luciferase reporter;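 active = inhibition above the campaign mean plus 3 SD, with each screening campaign given its own cutoff, cut at about 60% in these data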;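 note: 0% = DMSO treated cells and 100% = gossypol at 36 µM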
LRH-1 inv ag – LRH-1 (NR5A2) inverse agonists, primary screen, cell-based, luminescence, HEK293T, StAR-luciferase reporter. Nuclear receptor subfamily 5 group A member 2 (Homo sapiens), O00482. LRH-1 transfected, 24 h. inhibition, % at 3.6 µM. 360,000 tested, 0.13% active;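 active = inhibition above the mean inhibition of all tested compounds plus 3 SD, cut at about 73% in these data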;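 note: 0% = DMSO wells and 100% = reporter-only cells lacking LRH-1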
Target sequence (O00482 whole entry, looked up): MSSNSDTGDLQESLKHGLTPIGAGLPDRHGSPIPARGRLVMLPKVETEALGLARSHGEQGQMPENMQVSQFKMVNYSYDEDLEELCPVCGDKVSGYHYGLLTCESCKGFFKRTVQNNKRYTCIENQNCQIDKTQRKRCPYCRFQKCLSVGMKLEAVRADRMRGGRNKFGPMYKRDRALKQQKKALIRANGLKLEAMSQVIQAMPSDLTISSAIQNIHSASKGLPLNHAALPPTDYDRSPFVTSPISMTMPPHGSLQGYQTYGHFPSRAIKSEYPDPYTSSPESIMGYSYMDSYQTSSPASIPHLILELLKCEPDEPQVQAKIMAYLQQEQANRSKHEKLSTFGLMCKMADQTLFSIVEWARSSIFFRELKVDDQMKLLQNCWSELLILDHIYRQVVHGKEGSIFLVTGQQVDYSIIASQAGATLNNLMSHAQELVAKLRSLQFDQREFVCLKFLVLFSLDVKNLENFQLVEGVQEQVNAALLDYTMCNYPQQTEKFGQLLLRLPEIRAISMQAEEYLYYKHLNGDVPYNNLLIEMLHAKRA
KKLEB tox – cytotoxicity in KKLEB CF airway cells, primary screen, cytotoxicity control for CF NF-kB inhibitor project, cell-based, uHTS, fluorescence assay plates. KKLEB CF airway cells viability, ATPlite luminescence, overnight; hits give low values; cells stimulated with P. aeruginosa culture filtrate. activity change (cytotoxicity), % at 5 µM. 360,000 tested, 0.36% active;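 active = corrected activity change at or below -50% at 5 µM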
An asterisk follows results filed as active; / = not tested or not shown.

Start of the data: the first 2 records (preview)
SMILES	TWEAK Fn14 block	CF NFkB block	COUP-TFII inh	TROY NFkB inh	C8 TRAIL sens	SRC2 inh	NCOA3 inh	LMP1 NFkB inh	NCOA1 inh	LRH-1 inv ag	KKLEB tox
Cc1cc(C(=O)CN2C(=O)NC(CC(C)C)C2=O)c(C)n1C1CC1 (stereo unspecified)	-2	-3	-12	-53	-13	-63	-40	-5	-33	-27	13
O=C(NCc1ccccc1Cl)c1nnc(CS(=O)(=O)c2ccccc2)o1	-18	-2	5	-4	-6	-34	-9	-14	5	-5	10

This part in full, repeating the preview:
SMILES	TWEAK Fn14 block	CF NFkB block	COUP-TFII inh	TROY NFkB inh	C8 TRAIL sens	SRC2 inh	NCOA3 inh	LMP1 NFkB inh	NCOA1 inh	LRH-1 inv ag	KKLEB tox
Cc1cc(C(=O)CN2C(=O)NC(CC(C)C)C2=O)c(C)n1C1CC1 (stereo unspecified)	-2	-3	-12	-53	-13	-63	-40	-5	-33	-27	13
O=C(NCc1ccccc1Cl)c1nnc(CS(=O)(=O)c2ccccc2)o1	-18	-2	5	-4	-6	-34	-9	-14	5	-5	10
Cc1cn([C@H]2C[C@H](O)[C@@H](CNCc3ccc(C#CCCO)cc3)O2)c(=O)[nH]c1=O	-6	-16	-7	-4	1	-5	-3	-2	-6	-2	3
O=C(NC(=S)Nc1cccc(S(=O)(=O)NC2=NCCC2)c1)c1cc(-c2ccco2)nc2ccccc12	9	-22	-53	-6	33	6	6	-10	4	-6	3
C=CCNCc1ccccc1[N+](=O)[O-]	-6	13	3	10	-3	5	-11	1	-9	1	-4
CCN(CC)C(=O)c1ccc(S(=O)(=O)Cc2ccc(C)cc2)c([N+](=O)[O-])c1	38	12	-9	-1	-12	19	11	7	-11	6	-24
Cc1nnc2n1NC(c1ccc(Cl)cc1)C(C(=O)N1CCC(C)CC1)S2 (stereo unspecified)	-5	0	-16	14	3	-2	1	-4	-13	2	-7
CC1CCC2(CC1)NC(=O)N(CC(=O)Nc1ccc(N3CCCCC3)cc1)C2=O (stereo unspecified)	-1	-14	-7	-4	1	1	6	-3	18	-11	0
CCOC(=O)C1(Cc2cccc(OC)c2)CCN(CC(O)CO)CC1 (stereo unspecified)	-1	23	0	-7	-7	22	22	2	-5	4	-7
COc1ccc(N(C(=O)c2ccccc2OC)C2C=CS(=O)(=O)C2)c(OC)c1 (stereo unspecified)	-1	-18	-6	7	-7	-15	18	-1	-1	13	10
CCc1ccccc1OCC(=O)Nc1ccc(F)c(S(=O)(=O)N2CCOCC2)c1	-25	3	0	-2	-5	-10	-2	-11	-21	-24	-7
COc1ccccc1CNC(=O)Cc1ccc(Br)cc1	-21	25	-1	-18	11	-31	-3	-4	-3	-4	-13
O=C(CN1CCN(C(=O)c2cccc(S(=O)(=O)N3CCCC3)c2)CC1)Nc1ccccc1Cl	5	11	-20	-9	-20	-13	-12	2	-24	-7	0
C#CCCOC(=O)N1C2=NC(C(=O)OC)=C(C(=O)OC)[C@@H]3N(C)c4ccc(OC)cc4[C@]23C[C@H]1C(=O)OC	-17	19	3	-26	7	-5	-36	-2	-12	1	-12
O=[N+]([O-])c1ccc(/C=N/n2c(-c3ccccc3)n[nH]c2=S)cc1	-16	2	-1	1	3	-4	0	1	-7	4	2
COc1ccccc1-c1nc(SCC(=O)N(C)c2ccccc2)c2c(=O)n(C)c(=O)n(C)c2n1	14	7	-5	5	-3	-12	4	-8	4	-10	2
CCn1c(-c2ccncc2)n[nH]c1=S	-3	4	-16	7	-4	-9	9	-1	10	-19	-4
COc1ccc(Cl)cc1N(CC(=O)Nc1ccccc1C(=O)N1CCCC1)S(C)(=O)=O	8	-7	-8	-3	14	-8	-13	-6	0	9	-9
COc1ccc(Cc2nc3ccccc3n2C)cc1	-7	-16	9	-1	6	1	8	-8	5	35	2
COc1ccc2c(/C=N/Nc3ccc(C(=O)O)cc3)c[nH]c2c1	12	8	-19	-22	21	-71	-90	-43	-34	-44	6
Cc1ccc(C(=O)NC2CCCc3ccccc32)o1 (stereo unspecified)	-3	7	17	14	-10	10	-15	1	-16	21	5
Cc1cccc(C(=O)/C=C2/c3ccccc3CC(C)(C)N2C)c1	-6	-2	/	-29	-12	/	20	13	5	36	-16
Cc1ccc2[nH]c(=O)c(COC(=O)C3CCCCC3)cc2c1	-9	1	-11	4	8	0	25	6	11	8	-2
CCOC(=O)c1cnc(C(F)(F)F)nc1Oc1ccccc1	-20	18	-6	8	-5	-11	10	-6	1	12	-10
CN(CC(=O)Nc1ccccc1Cl)C(=O)CSc1nnc(N)s1	11	-1	-1	-8	3	-6	-2	4	-4	-3	-4
CCCCn1c(N)c(N(CCOC)C(=O)CN(C)S(=O)(=O)c2ccc(C)cc2)c(=O)[nH]c1=O	-31	11	-5	6	-5	-51	-3	-8	-1	2	2
N#CCNC(=O)C1CC(=O)N(CCc2ccc(F)cc2)C1 (stereo unspecified)	4	9	-3	0	-7	-9	4	9	1	5	-14
CCCCC[C@H](C)N1C[C@@H](COCc2ccccc2)Oc2cc(N3CC[C@H](N(C)C)C3)ccc2S1(=O)=O	-14	/	-11	24	7	-14	/	/	/	-19	/
N#C/C(=N\Nc1ccc(Cl)c(Cl)c1)C(=O)C1CC1	24	12	-7	27	22	-47	-12	-15	-32	-50	-29
CCOC(=O)c1ccc(CNCc2ccc(C)cc2)cc1	-1	14	-5	10	-9	-10	8	-6	-7	7	-15
O=C(N/N=C\c1ccc(Cl)s1)c1ccc(Cn2cccn2)o1	-5	1	-7	-9	-1	-5	0	-12	-11	-11	-7
CCN1C(=O)[C@H]2[C@@H](c3ccc(C)cc3)N3C(=O)N(c4ccccc4)C(=O)[C@@]3(CC)[C@H]2C1=O	1	6	-13	-64	19	-55	-34	-2	-8	-54	-21
COc1cc(C(C)=O)ccc1COc1ccc(C(=O)OCC(=O)NC(C)(C)C)cc1OC	36	2	1	34	-1	19	14	14	5	7	-8
CCc1nnc(NC(=O)CN2CCOCC2)s1	-3	10	-1	-3	-6	2	-3	0	-6	12	2
COCCCN1C(=O)C(=O)/C(=C(/O)c2ccc(S(=O)(=O)N3CCOCC3)cc2)C1c1ccc(C(C)C)cc1 (stereo unspecified)	-1	-8	10	-34	1	-4	2	-3	-3	3	7
C(=N/Nc1nccs1)/c1cccnc1	-9	-4	5	0	-4	-24	2	-10	-52	2	3
Cc1cc(S(=O)(=O)N2CCOCC2)ccc1OCC(=O)Nc1ccc(Br)cc1F	2	4	-6	-25	-6	-20	-11	-3	7	-10	2
CC(=O)c1cccc(NC(=O)c2ccc(N(C)S(C)(=O)=O)cc2)c1	-10	-11	-12	-19	-9	-18	1	-8	-7	4	1
OCCN(Cc1ccccc1)Cc1ccc(F)c(F)c1	-6	7	/	-13	3	/	-10	4	-12	-5	-15
CCCCC1=CC2=C(c3ccco3)C(=O)C(C)(OC(=O)c3ccc(OC)cc3)C(=O)C2=CN1C(CO)CO (stereo unspecified)	15	3	2	2	-7	-16	3	4	6	1	-1
Cc1ccc(SCCC(=O)Nc2nccs2)cc1	3	-16	10	-25	7	-15	22	-8	-8	0	3
COC(=O)c1ccccc1NC(=O)c1ccccc1SC	4	2	8	4	-17	7	10	4	17	20	0
COc1ccc(OC(=O)c2cccc(S(=O)(=O)N3CC(C)OC(C)C3)c2)cc1 (stereo unspecified)	3	-1	2	10	-8	21	19	2	2	-17	6
COc1ccccc1NC(=O)c1c(C)nc2ccccc2c1C(=O)O	-1	6	6	-3	14	-4	-37	-1	9	16	-5
COc1cc(C(=O)Nc2nnc(C(F)(F)F)s2)c([N+](=O)[O-])cc1OC	-16	12	-32	-15	-3	16	7	1	-4	10	-3
CN(C)c1ccc(CNC(=O)C2(C)Cc3c(-c4ccc(N(C)C)cc4)ccnc3O2)cc1 (stereo unspecified)	-1	13	6	22	2	14	8	/	-8	-1	-1
O=C(NCc1cccc(C(F)(F)F)c1)c1ccc2nc([C@H]3C[C@H](O)[C@@H](CO)O3)[nH]c2c1	-4	-14	-14	-4	-3	4	-15	/	11	-11	18
C[C@@H]1CN([C@@H](C)CO)C(=O)c2cc(C#Cc3ccccc3)cnc2O[C@@H]1CN(C)Cc1ccccn1	4	-8	13	5	2	-34	6	-3	-9	-5	3
Cc1cc2c(n1-c1ccc(Cl)cc1)CC(C)(C)CC2=O	-22	0	1	2	2	-4	20	6	5	14	1
O=C1c2ccccc2-c2cccc(C(=O)N3CCN(C(=O)c4ccccc4)CC3)c21	-2	-10	-6	-13	-11	-13	-1	-2	3	-4	5
O=C(CCc1ccccc1)NNC(=O)C1CCCCC1	-3	15	-5	-5	2	-5	19	-2	-14	8	10
CCc1ccccc1OCC(=O)OCC(=O)c1c(N)n(C)c(=O)n(C)c1=O	3	-11	6	16	-3	-2	3	-13	4	17	0
CN(CC(=O)NNC(=O)Cc1ccccc1F)S(=O)(=O)c1ccc(Cl)cc1	-6	1	-6	16	-18	17	-12	1	31	3	-8
Cc1ccc([N+](=O)[O-])cc1N=Cc1ccc(Br)s1	10	8	-11	14	-9	-32	4	4	-1	-8	8
Cc1ccc(NC(=O)C(=O)NCCc2c[nH]c3ccccc23)cc1C	-2	-3	10	-11	19	13	-10	-17	-30	-6	-6
CCCn1nc(NC(=O)c2ccco2)c2cc3ccc(C)cc3nc21	-3	-7	10	11	-10	4	10	-4	-3	-11	3
C(=C\c1nc2ccccc2[nH]1)/c1ccccc1	75*	5	-13	34	86*	-11	-86	25	-109	-176	16
CCc1ccccc1NS(=O)(=O)c1cccc2nsnc12	14	-1	14	7	12	3	4	0	10	9	-2
COc1ccc(COCC(CC(C)C)N2CCN(C(=O)c3cccc(C(F)(F)F)c3)CCC2=O)cc1 (stereo unspecified)	-27	3	18	-22	-1	10	4	8	8	4	-4
CCOC(=O)c1c(NC(=O)c2ccccc2N(C)S(=O)(=O)c2ccccc2)sc2c1CCCC2	43	20	5	13	-1	-1	12	4	15	-3	-2
Cc1ccc(-c2c[n+](CC(=O)Nc3cc(=O)n(C)c(=O)n3C)c3n2CCC3)cc1	3	4	-13	7	-11	-7	9	-9	1	14	-6
CCCC(=O)Nc1cc2c3c(c1)C(C)C(=O)N3CCC2 (stereo unspecified)	7	-17	-13	-1	-10	15	-8	-1	7	15	6
CCc1ccc(OCCNC(=O)c2cc(SC)ccc2Cl)cc1	-25	-8	11	4	-7	8	7	1	-8	11	4
